# GLD-1 RNA inh: GLD-1-TGE RNA interaction inhibition (C. elegans); Q17339; purified GLD-1 + fluorescein TGE RNA, fluorescence polarization; inhibition, % at 5.96 µM; hit rate 0.44% among 320,000; AID 2280;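 active = percent inhibition above a per-plate cutoff, the plate mean of test compounds plus 3 SD, cut at about 30% in these data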;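 also: 0% = DMSO wells with GLD-1 and probe and 100% = wells lacking GLD-1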
# AHR act: activators of human aryl hydrocarbon receptor; AID 2796; AHR-responsive luciferase reporter cells, luminescence; hit rate 2.5% among 320,000; activation, % at 5 µM; in the data active = activation above about 47%;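 also: 0% = vehicle wells and 100% = reference agonist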
# Bcl-xL primary: Bcl-xL (human) inhibition | Q07817 | GST-Bcl-xL / FITC-Bim BH3 peptide fluorescence polarization | inhibition, % at 10.9 µM | hit rate 0.7% among 320,000;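 active = inhibition above the mean of all tested compounds plus 3 SD, cutoff set per campaign, cut at about 30% in these data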;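 also: 0% = DMSO wells and 100% = unlabeled Bim-BH3 peptide competitor; inhibitors lower millipolarization by displacing the labeled peptide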
# MCL1-BIM inh: inhibitors of human MCL1 binding to BIM-BH3 peptide. Q07820. GST-MCL1 / FITC-Bim-BH3 fluorescence polarization. inhibition, % at 10.9 µM. hit rate 0.68% among 320,000. AID 2057;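 active = inhibition above the mean inhibition of all tested compounds plus 3 SD, set per campaign, cut at about 40% in these data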;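 also: 0% = DMSO wells and 100% = unlabeled Bim-BH3 peptide control; higher means more loss of mP so more displacement of Bim peptide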
# Target sequence (Q07820 whole entry, looked up): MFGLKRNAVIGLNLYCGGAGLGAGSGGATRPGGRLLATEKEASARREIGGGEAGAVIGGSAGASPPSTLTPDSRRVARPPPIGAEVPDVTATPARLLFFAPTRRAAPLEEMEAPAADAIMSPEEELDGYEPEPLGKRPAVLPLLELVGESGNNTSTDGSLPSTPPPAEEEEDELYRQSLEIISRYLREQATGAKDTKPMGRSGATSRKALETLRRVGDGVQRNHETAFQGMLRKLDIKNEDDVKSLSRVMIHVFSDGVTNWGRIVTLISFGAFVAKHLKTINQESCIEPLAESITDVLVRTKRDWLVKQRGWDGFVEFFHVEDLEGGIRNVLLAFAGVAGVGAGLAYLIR
# pPAFAH FP inh: inhibitors of human plasma PAF acetylhydrolase (pPAFAH); hit rate 1.5% among 330,000; recombinant pPAFAH, FP-rhodamine probe fluorescence polarization; inhibition, % at 3.39 µM;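 active = inhibition above the mean inhibition across the screen plus 3 SD, cut at about 25% in these data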;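 also: inhibitors block binding of the rhodamine activity-based probe so polarization drops; 0% = enzyme with DMSO and 100% = wells lacking pPAFAH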
# PME-1 inh: PME-1 (human) inhibition | recombinant PME-1, FP-Rh probe fluorescence polarization | inhibition, % at 5.9 µM | hit rate 0.53% among 320,000;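 active = inhibition above the campaign mean of all compounds plus 3 SD, cut at about 26% in these data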;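 also: competitive labeling of PME-1 active site by serine hydrolase directed probe; 0% = PME-1 with DMSO and 100% = wells lacking PME-1 enzyme; inhibitors block probe labeling so polarization falls and inhibition rises; many of its hits are not listed in these tables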
# Target sequence (Q9Y570 whole entry, looked up): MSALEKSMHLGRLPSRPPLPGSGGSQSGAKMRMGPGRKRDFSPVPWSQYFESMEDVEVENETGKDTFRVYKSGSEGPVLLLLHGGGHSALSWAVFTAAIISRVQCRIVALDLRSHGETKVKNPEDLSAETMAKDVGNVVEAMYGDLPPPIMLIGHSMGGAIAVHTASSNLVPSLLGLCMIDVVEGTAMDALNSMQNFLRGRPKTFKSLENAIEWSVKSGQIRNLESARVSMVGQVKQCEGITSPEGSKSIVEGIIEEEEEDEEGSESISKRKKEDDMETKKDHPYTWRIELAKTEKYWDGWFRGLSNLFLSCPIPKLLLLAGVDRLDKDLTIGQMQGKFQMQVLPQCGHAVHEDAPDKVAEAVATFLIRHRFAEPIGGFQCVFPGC
# PAFAH1B2 FP inh: inhibitors of human PAFAH1B2; P68402; recombinant PAFAH1B2, FP-rhodamine activity probe, fluorescence polarization; inhibition, % at 3.39 µM; hit rate 1.2% among 340,000; AID 492953;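 active = inhibition above the mean of all tested compounds plus 3 SD, cut at about 24% in these data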;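 also: 0% = enzyme with DMSO and 100% = wells lacking PAFAH1B2; many of its hits are not listed in these tables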
# Target sequence (P68402 whole entry, looked up): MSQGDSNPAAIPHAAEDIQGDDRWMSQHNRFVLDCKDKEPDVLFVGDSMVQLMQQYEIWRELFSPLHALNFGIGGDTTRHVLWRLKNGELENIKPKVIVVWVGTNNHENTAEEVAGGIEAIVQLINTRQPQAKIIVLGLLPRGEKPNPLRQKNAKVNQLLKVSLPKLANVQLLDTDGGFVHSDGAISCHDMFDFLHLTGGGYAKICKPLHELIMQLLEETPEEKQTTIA
# MEX-5 binding: C. elegans MEX-5 TCR-2 RNA binding activity; Q9XUB2; MEX-5/FITC-TCR2 RNA binding, fluorescence polarization; hits give low values; activity score (negative = inhibition of binding), % at 10 µM; hit rate 0.38% among 300,000;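 active = inhibition past about -25% in most replicates, and total fluorescence under double the plate's negative control median, limit read from the data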;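 also: 0% = DMSO and -100% = 5 µM competing unlabeled TCR2 RNA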
# Fam108B inh: Fam108B inhibition, counter-screen for RBBP9 inhibitors; hit rate 0.33% among 300,000; inhibition, % at 9.51 µM; recombinant Fam108B, FP-Rh probe fluorescence polarization;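 active = inhibition above the screen mean inhibition plus 3 SD, computed separately per campaign, cut at about 18% in these data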;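 also: inhibitors lower polarization as less probe binds the enzyme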
# The depositor's hits bear a star; nt = not tested or not shown.
nr	structure	MCL1-BIM inh	MEX-5 binding	pPAFAH FP inh	GLD-1 RNA inh	AHR act	PME-1 inh	PAFAH1B2 FP inh	Bcl-xL primary	Fam108B inh
1	Cc1nnc(NC(=O)c2cccc(S(=O)(=O)N(C)c3cccc(Cl)c3)c2)s1	4	nt	8	2	1	-3	5	5	nt
2	O=C(c1cc2c(s1)-c1ccccc1OC2)N1CCN(c2ccccc2)CC1	5	-2.5	5	-4	2	5	-5	4	-2
3	COc1ccccc1CNC(=O)COC(=O)C12CC3CC(CC(O)(C3)C1)C2	0	nt	0	5	0	2	-2	-1	nt
4	CSCCC(NC(=O)/C(=C\c1ccco1)NC(=O)c1ccco1)C(=O)O (stereo unspecified)	20	-5.9	3	-2	1	4	2	19	-1
5	COc1ccccc1C(=O)Nc1cc(C)c(OCC(=O)N2CCOCC2)c(C)c1	1	-1.3	2	1	0	9	-6	0	5
6	COc1cccc(/C=C2\CC(C)Cc3c2nc2ccccc2c3C(=O)O)c1OC (stereo unspecified)	8	-1.0	1	9	2	-7	-6	10	0
7	OCc1nc2ccccc2n1/N=C/c1cccs1	6	1.8	5	2	-1	5	1	6	1
8	COc1ccc(NC(=O)C(NC(=O)OC(C)(C)C)C(C)OCc2ccccc2)cc1 (stereo unspecified)	-2	1.7	1	5	0	3	4	4	-1
9	O=C(CN1C(=O)NC(c2ccccc2)(c2ccccc2)C1=O)Nc1ccc2[nH]c(=O)[nH]c2c1	-1	0.6	25*	-1	0	0	-1	3	2
10	COc1ccc(Cn2nc(C(=O)O)c3ccccc3c2=O)cc1F	15	0.1	6	4	5	-4	-4	5	1
11	COc1ccc(NC(=O)C2C3C=CC(C3)C2C(=O)NCc2ccccn2)c(OC)c1 (stereo unspecified)	-16	nt	-9	-4	1	-3	8	-5	-4
12	CCOc1ccc(N(CC(=O)N2CCOCC2)S(=O)(=O)c2ccc(Cl)cc2)cc1	-4	3.8	3	3	-1	-6	0	1	-2

# Compounds 1–3, reprinted for reference:
nr	structure	MCL1-BIM inh	MEX-5 binding	pPAFAH FP inh	GLD-1 RNA inh	AHR act	PME-1 inh	PAFAH1B2 FP inh	Bcl-xL primary	Fam108B inh
1	Cc1nnc(NC(=O)c2cccc(S(=O)(=O)N(C)c3cccc(Cl)c3)c2)s1	4	nt	8	2	1	-3	5	5	nt
2	O=C(c1cc2c(s1)-c1ccccc1OC2)N1CCN(c2ccccc2)CC1	5	-2.5	5	-4	2	5	-5	4	-2
3	COc1ccccc1CNC(=O)COC(=O)C12CC3CC(CC(O)(C3)C1)C2	0	nt	0	5	0	2	-2	-1	nt

# Other structures:
nr	structure	MCL1-BIM inh	MEX-5 binding	pPAFAH FP inh	GLD-1 RNA inh	AHR act	PME-1 inh	PAFAH1B2 FP inh	Bcl-xL primary	Fam108B inh
13	CCOc1nc(C)cc(COC)c1C(N)=O	-3	nt	1	0	-1	-2	6	-3	3
14	O=C(O)CC(NC(=O)C(c1ccccc1)c1ccccc1)c1cccc([N+](=O)[O-])c1 (stereo unspecified)	-10	2.2	1	0	1	-5	9	4	1
15	O=C(CSc1nc2[nH]ncc2c(=O)n1-c1ccccc1Br)NCc1ccccc1Cl	3	-3.2	1	5	8	2	6	2	-1
16	O=C(COC(=O)C1(c2ccccc2F)CCCC1)Nc1ncc(C(F)(F)F)cc1Cl	-3	4.2	8	3	0	5	11	2	-2
17	CC1CCC(NC(=O)COC(=O)c2cccnc2Cl)CC1 (stereo unspecified)	1	nt	8	4	-2	1	7	2	nt
18	Cc1ccc(C)c(N2CCN(C(=O)c3ccc4nsnc4c3)CC2)c1	-2	-0.1	2	1	0	1	-5	5	-3
19	COc1ccc(NC(=O)Cn2cc(C(=O)c3ccco3)c3ccccc32)cc1	-4	-1.7	-2	-4	5	-5	-3	-1	-10
20	C/C(=N\OC(=O)c1ccccc1F)c1nccs1	-1	-0.6	4	-5	3	-2	3	4	2
21	Cc1csc2c(N3CCN(C(=O)NC(C)(C)C)CC3)ncnc12	-1	-0.4	2	2	-7	-4	-5	4	1
22	CC(C)(CO)CNC(=O)c1ccc(OC2CCN(C(=O)C3CC3)CC2)cc1	9	-0.8	3	-6	1	5	2	5	2
23	O=C(NC(Cc1c[nH]c2ccccc12)C(=O)O)c1ccco1 (stereo unspecified)	0	-0.4	-6	-1	14	-6	5	2	-1
24	COC(=O)c1ccc(NC(=O)NC2CCCCC2)cc1	-1	-3.1	3	9	0	-5	5	2	0
25	O=c1[nH]c2ccccc2c2cn(-c3ccccc3)nc12	11	-0.6	5	4	64*	1	4	11	1
26	Cc1cc(=O)n2[nH]c(-c3cccc(Cl)c3)cc2n1	0	-0.1	1	1	50*	-2	5	3	-2
27	O=c1cc(CSc2nnc(-c3ccco3)o2)c2ccccc2[nH]1	1	-1.8	-3	7	-6	3	4	4	-2
28	COc1ccc(S(=O)(=O)N(C)c2ccc(C(=O)NCCC(C)C)cc2)cc1	11	2.1	5	-3	5	-5	2	1	-1
29	CCCn1c(SCC(=O)Nc2cccc(Cl)c2Cl)n[nH]c1=O	8	-0.2	-6	-2	4	2	0	0	5
30	Cc1cccc(C(=O)NNC(=O)c2c(O)c3ccccc3n(C)c2=O)c1	0	-1.1	2	2	19	-6	1	0	-1
31	Cc1cccc(C)c1NC(=O)CSc1nnc(C2CCCCC2)o1	8	-0.4	6	-1	2	0	10	6	5
32	CCOC(=O)c1cc(-c2ccc(F)cc2)n(CC(=O)NCc2ccccn2)c1C	5	1.1	9	0	0	5	-1	3	2
33	O=C(CSc1n[nH]c(=O)n1C1CC1)c1ccc2c(c1)OCCO2	4	0.9	3	4	2	-4	nt	5	-4
34	CN1CCN(C(=S)Nc2ccc([N+](=O)[O-])cc2)CC1	7	0.0	0	8	1	-6	0	6	1
35	CCOc1cc(S(=O)(=O)N2CCCCC2)ccc1F	8	1.2	4	4	-2	-3	-3	8	-3
36	O=S(=O)(NCCC1=CCCCC1)c1ccccc1Cl	-4	nt	6	0	-1	7	13	3	nt

# Some of the entries above, set out differently.
25	O=c1[nH]c2ccccc2c2cn(-c3ccccc3)nc12
26	Cc1cc(=O)n2[nH]c(-c3cccc(Cl)c3)cc2n1
27	O=c1cc(CSc2nnc(-c3ccco3)o2)c2ccccc2[nH]1
screen / no.	25	26	27
MCL1-BIM inh	11	0	1
MEX-5 binding	-0.6	-0.1	-1.8
pPAFAH FP inh	5	1	-3
GLD-1 RNA inh	4	1	7
AHR act	64*	50*	-6
PME-1 inh	1	-2	3
PAFAH1B2 FP inh	4	5	4
Bcl-xL primary	11	3	4
Fam108B inh	1	-2	-2

# (further entries)
nr	structure	MCL1-BIM inh	MEX-5 binding	pPAFAH FP inh	GLD-1 RNA inh	AHR act	PME-1 inh	PAFAH1B2 FP inh	Bcl-xL primary	Fam108B inh
37	O=C(NCC(c1ccco1)N1CCc2ccccc21)C(=O)Nc1ccccc1 (stereo unspecified)	0	-0.5	4	-1	3	6	1	4	3
38	CSc1ccc(/C=C2/C(=N)N3N=C(CC(=O)N4CCCC4)SC3=NC2=O)cc1	6	1.4	6	-5	4	-3	4	8	-2
39	CCCCOC(=O)n1c(=S)oc2cc(Cl)ccc21	-23	-3.3	1	-4	0	-1	5	-20	1
40	O=C(Cn1cc[n+](CC(=O)c2ccccc2)c1)c1ccccc1	13	-1.9	13	-3	-1	-7	2	0	5
41	Cc1cc(NC(=O)C(C)C)ncc1NC(=O)CCc1ccccc1	-7	1.8	-1	4	1	2	0	2	-2
42	COc1ccccc1N(CC(O)Cn1c(C)nc2ccccc21)S(=O)(=O)c1ccccc1 (stereo unspecified)	1	2.5	0	3	-1	5	3	5	5
43	CCOC(=O)c1sc(NC(=O)CCN2C(=O)c3ccccc3C2=O)c(C(=O)OCC)c1C	1	0.5	-4	3	4	-9	0	1	-3
44	COc1cccc(-n2ccnc2SCC(=O)Nc2nccs2)c1	-5	-0.6	4	104*	22	3	0	4	1
45	CC1=C(C#N)C(c2ccc(O)cc2)C2=C(CCCC2=O)N1 (stereo unspecified)	-2	2.1	1	-1	-2	-1	6	2	3
46	O=C(COc1ccc2ccc(=O)oc2c1)NC1CCCC1	2	-1.9	2	0	25	0	3	2	-1
47	COc1ccc(NC(=O)C(C)N2c3cccc4cccc(c34)S2(=O)=O)cc1OC (stereo unspecified)	12	-2.0	8	7	5	-2	4	3	11
48	CC1CCCN(S(=O)(=O)c2ccc(C(=O)Nc3nnc(-c4ccccc4Cl)o3)cc2)C1 (stereo unspecified)	-5	4.2	4	-6	3	0	-1	-9	1

# Looked up one by one from the list above (four):
nr	structure	MCL1-BIM inh	MEX-5 binding	pPAFAH FP inh	GLD-1 RNA inh	AHR act	PME-1 inh	PAFAH1B2 FP inh	Bcl-xL primary	Fam108B inh
37	O=C(NCC(c1ccco1)N1CCc2ccccc21)C(=O)Nc1ccccc1 (stereo unspecified)	0	-0.5	4	-1	3	6	1	4	3
40	O=C(Cn1cc[n+](CC(=O)c2ccccc2)c1)c1ccccc1	13	-1.9	13	-3	-1	-7	2	0	5
46	O=C(COc1ccc2ccc(=O)oc2c1)NC1CCCC1	2	-1.9	2	0	25	0	3	2	-1
41	Cc1cc(NC(=O)C(C)C)ncc1NC(=O)CCc1ccccc1	-7	1.8	-1	4	1	2	0	2	-2

# The results go on:
nr	structure	MCL1-BIM inh	MEX-5 binding	pPAFAH FP inh	GLD-1 RNA inh	AHR act	PME-1 inh	PAFAH1B2 FP inh	Bcl-xL primary	Fam108B inh
49	O=C(NN1C(=O)C2C3C=CC(C4CC34)C2C1=O)c1ccc(Cl)c(Cl)c1 (stereo unspecified)	2	-0.5	-1	1	0	2	8	2	0
50	CC(C)N(CC(N)=O)c1ncnc2sc(-c3ccccc3)cc12	0	0.8	5	0	35	-3	5	2	2
51	NC(=O)COc1c(-c2ccccc2)oc2ccccc2c1=O	8	0.8	1	2	3	-1	-3	10	10
52	CC(=O)c1ccc(N=C2SCCCN2C(=O)C2CCCC2)cc1	3	-0.4	2	-3	0	2	3	3	3

# Screening results: PubChem BioAssay, several laboratories

# An excerpt (hit frequency here may not be typical).
